Compound activity deposited in PubChem by several laboratories.
INS promoter inh – inhibitors of insulin promoter-driven GFP, primary screen, imaging, TRM-6 cells (human fetal islet line), eGFP reporter, cell count; reporter expression induced with tamoxifen; inhibition, % at 2 µM; 130,000 tested, 0.9% active; AID 1273, 2008;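 active = inhibition above the mean plus 3 SD, with well images judged a real hit on visual review, cut at about 60% in these data, passing the limit was not always enough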
sdo1 growth – growth rescue of sdo1-depleted yeast, primary screen, S. cerevisiae, bone marrow failure model. z-score at 10 µM. 140,000 tested, 0.21% active. S. cerevisiae sdo1-depleted JHY4D growth rescue, OD600 30 h; stronger effect = higher value; pdr5 snq2 efflux-pump mutant strain;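 active = z-score above 3 at both the 24 hr and the 30 hr optical density reads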;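 also: z-score against mean and SD of all compound wells on the same plate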
sdo1 growth Rescue 24 h – recorded beside sdo1 growth, whose call it bears; z-score; S. cerevisiae sdo1-depleted JHY4D growth rescue, OD600; measured here: growth rescue at 24 h;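 0 is the plate mean of compound wells and units are plate SD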
The depositor's hits bear a star; i = inactive; · = no result given; & = joins results of further samples.

SMILES | INS promoter inh | sdo1 growth | sdo1 growth Rescue 24 h
CCCn1c(CN2CCN(C)CC2)nc2ccccc21 | -54 | 0.62 | 0.98
O=C(N/N=C/c1c[nH]c2ccccc12)c1cc(-c2ccccc2)n[nH]1 | 63 | -0.49 | -0.49
COCn1c(COc2ccccc2)nc2ccccc21 | 30 | -0.22 | -0.36
CC1Cc2ccccc2N1C(=O)CN1C(=O)C(=O)N(Cc2ccccc2)C1=O (stereo unspecified) | 16 | -0.25 | -0.01
COC(C(=O)Nc1ccc(F)c(F)c1)c1ccccc1 (stereo unspecified) | -23 | · | ·
O=C(NNC(=O)c1ccccc1C(=O)O)c1ccc(-c2ccccc2)cc1 | -100 | · | ·
CCOc1ccc(CN(C)CC(=O)Nc2ccc3c(c2)CCC3)cc1OC | -25 | · | ·
CC(C)Cc1ccc(C(C)C(=O)Nc2nccs2)cc1 (stereo unspecified) | -23 | -1 | -0.23
Nc1cc(N)nc(SCC(=O)N2CCc3ccccc32)n1 | 35 | -0.09 | -0.24
COc1ccc(-c2nc(CS(=O)CC(=O)NCc3ccc(Cl)cc3)c(C)o2)cc1 (stereo unspecified) | · | 0.11 | 0.85
CC1(C)COC(/C=C/c2cccc([N+](=O)[O-])c2)=N1 | 29 | · | ·
CCNc1nc(NC(C)(C)C)nc(SC(C(C)=O)C(C)=O)n1 | 39 | -0.69 | -0.87
Cc1cc(N2C(=O)C3C4CC(C(Br)C4Br)C3C2=O)no1 (stereo unspecified) | 38 | -0.36 | -1.4
O=C(N/N=C/c1cccnc1)/C(=C\c1cccs1)NC(=O)c1ccccc1 | 0 | 0.77 | -0.15
Cc1ccc(CNCC(O)(c2ccccc2)c2ccc(F)cc2)cc1 (stereo unspecified) | · | 0.51 | 0.71
CCC(c1nnnn1CCOC)N1CCN(Cc2ccccc2OC)CC1 (stereo unspecified) | · | 1.3 | 1.3
CC1(C)COC(c2cccn2Cc2ccc(F)cc2Cl)=N1 | -9 | 0.71 | 0.78
CCOC(=O)N1CCN(C(=O)c2cccc(NC3=NC4CS(=O)(=O)CC4S3)c2)CC1 (stereo unspecified) | -27 | -0.1 | -0.47
CN(C)/C=N/C(=S)Nc1ccc(Cl)cc1 | 27 | · | ·
CCOC(=O)C1CCN(C(=O)CN(c2cccc(C(F)(F)F)c2)S(C)(=O)=O)CC1 | 47 | 0.24 | 0.2
COc1ccccc1NC(=O)Cc1coc2cc(C)ccc12 | 24 | -0.2 | -0.45
O=C(Nc1cccc(C(F)(F)F)c1)C12CC3CC(CC(C3)C1)C2 | -5 | -1.5 | -1.3
Cc1occc1C(=O)NCc1ccccn1 | -23 | 0.91 | 0.04
COc1cc(NC(=O)COc2cccc(OC)c2)cc(OC)c1 | -57 | 0.32 | 0.64
Cc1[nH]n(C(N)=S)c(=O)c1N=Nc1ccc(S(=O)(=O)N2CCCC2)cc1 | 33 | 0.63 | 0.17
O=C(CNc1ccccc1)Nc1ccc(F)cc1 | 18 | -0.42 | -1.1
CCOC(=O)CNC(=O)c1cc(C)oc1C | -52 | 0.22 | -0.24
Cc1ccc2oc(-c3ccccc3)nc2c1 | 39 | 0.71 | 2.4
CCCOc1ccccc1C1CC(=O)Nc2cc3c(cc21)OCO3 (stereo unspecified) | i | -1.9 | -1.1
COc1cc(OC)c(C2=NOC(C(=O)NCc3ccc4c(c3)OCO4)C2)cc1Cl (stereo unspecified) | · | -2 | -2.3
CC1CN(CC(=O)Nc2ccccc2Sc2ccccc2)CC(C)O1 (stereo unspecified) | 35 | -0.93 | -1.2
CCOc1cc(CN2CCN(c3cccc(C(F)(F)F)c3)CC2)ccc1O | · | -1.3 | -0.16
COc1ccc(OC)c(C2C3=C(N=c4s/c(=C\c5cccc(O)c5)c(=O)n42)c2ccccc2CC3)c1 (stereo unspecified) | · | -0.82 | 0.22
COc1ccc(NC(=O)CCCn2c(=O)c3sccc3n(Cc3ccc(C)cc3C)c2=O)cc1 | 13 | -0.91 | -1.3
Clc1cnc(N/N=C/c2ccco2)c(Cl)c1 | 31 | 1.9 | 0.07
O=C(NCc1ccccc1)N1CCN(c2ccc(Cl)c(Cl)c2)CC1 | · | 1.9&0.03 | 3.8&2.2
O=C(Nc1cc(C(=O)N2CCOCC2)cc(C(=O)N2CCOCC2)c1)c1cc(F)c(F)cc1Cl | · | -0.2 | -0.28
COc1ccc(-c2cc(=O)[nH][nH]2)cc1OC | 0 | 0.35 | 0.06
Cn1cccc1Cc1nnc(SCC(=O)Nc2ccccc2F)n1-c1ccc(F)cc1 | · | -0.92 | -1.1
O=C(OCc1nc2ccc(Cl)cc2n1CCO)c1ccccc1C(=O)c1ccccc1 | -36 | 0.89 | 0.63

An excerpt from above in order of the sdo1 growth value, largest number first.
SMILES | INS promoter inh | sdo1 growth | sdo1 growth Rescue 24 h
O=C(OCc1nc2ccc(Cl)cc2n1CCO)c1ccccc1C(=O)c1ccccc1 | -36 | 0.89 | 0.63
Cc1[nH]n(C(N)=S)c(=O)c1N=Nc1ccc(S(=O)(=O)N2CCCC2)cc1 | 33 | 0.63 | 0.17
CCOC(=O)CNC(=O)c1cc(C)oc1C | -52 | 0.22 | -0.24
O=C(Nc1cc(C(=O)N2CCOCC2)cc(C(=O)N2CCOCC2)c1)c1cc(F)c(F)cc1Cl | · | -0.2 | -0.28
COc1ccc(NC(=O)CCCn2c(=O)c3sccc3n(Cc3ccc(C)cc3C)c2=O)cc1 | 13 | -0.91 | -1.3
Cn1cccc1Cc1nnc(SCC(=O)Nc2ccccc2F)n1-c1ccc(F)cc1 | · | -0.92 | -1.1
CC1CN(CC(=O)Nc2ccccc2Sc2ccccc2)CC(C)O1 (stereo unspecified) | 35 | -0.93 | -1.2

Looked up above:
In sdo1 growth Rescue 24 h, CC1CN(CC(=O)Nc2ccccc2Sc2ccccc2)CC(C)O1 (stereo unspecified) is listed with -1.2
In sdo1 growth Rescue 24 h, O=C(NCc1ccccc1)N1CCN(c2ccc(Cl)c(Cl)c2)CC1 is listed with 3.8&2.2
In sdo1 growth Rescue 24 h, O=C(OCc1nc2ccc(Cl)cc2n1CCO)c1ccccc1C(=O)c1ccccc1 is listed with 0.63

Profiles from above. Order of screens: INS promoter inh	sdo1 growth	sdo1 growth Rescue 24 h
`COCn1c(COc2ccccc2)nc2ccccc21` is listed as 30	-0.22	-0.36
`Clc1cnc(N/N=C/c2ccco2)c(Cl)c1` is listed as 31	1.9	0.07
`Cc1[nH]n(C(N)=S)c(=O)c1N=Nc1ccc(S(=O)(=O)N2CCCC2)cc1` is listed as 33	0.63	0.17
`CCOC(=O)N1CCN(C(=O)c2cccc(NC3=NC4CS(=O)(=O)CC4S3)c2)CC1` (stereo unspecified) is listed as -27	-0.1	-0.47

(listing goes on)
SMILES | INS promoter inh | sdo1 growth | sdo1 growth Rescue 24 h
O=C(COc1ccccc1Br)NCc1ccccn1 | 0 | -0.3 | -0.67
CCOC(=O)N1CCN(C(c2cccnc2)c2ccc3cccnc3c2O)CC1 (stereo unspecified) | -38 | 1.2 | 1.1
CCCc1nc2oc3c(OCC)ncnc3c2c2c1COC(C)(C)C2 | 4 | -0.93 | -1.9
NC(=O)CSc1ncnc2c1nnn2Cc1ccc(F)cc1 | -6 | · | ·
O=C(CSc1nc(-c2ccco2)cc(C(F)(F)F)n1)NCC1CCCO1 (stereo unspecified) | -2 | 0.68 | 0.57
O=C(CSc1nnnn1-c1ccc2c(c1)CCC2)NCc1cccs1 | -7 | -1.6 | -1.6
Nc1ncnc2c1ncn2CCOc1ccccc1 | 21 | -0.04 | -0.68
Cc1ccc(CN2CCN(Cc3cn(C)nc3C)CC2CCO)o1 (stereo unspecified) | 26 | · | ·
C#CCOC(=O)c1ccccc1C(=O)n1nnc2ccccc21 | · | 0.17 | 0.17
O=c1c2ccccc2nc2c3ccccc3c3nncn3n12 | · | -1.3 | -1.8
CC1CCCCN1CCNC(=O)c1cc2c(=O)n(C)c3ccccc3c2n1C (stereo unspecified) | · | -1.5 | -1.2
Cc1ccc2c(c1)NC(=O)C(CC(=O)NCCCN1CCN(C3CCCCC3)CC1)O2 (stereo unspecified) | -14 | 0.03 | 0.01
Cc1cccc(/C=N/NC(=O)c2ccc(Br)cc2)c1 | · | 0.2 | 0.24
CCOc1ccc(-c2cc(CCCC(=O)Nc3cccc(OC)c3)no2)cc1 | · | -1.8 | -1.4
CC(=O)NC(=O)c1ccc(-c2ccc(Cl)cc2)o1 | 10 | -0.49 | -0.38
COc1cc(C2=NOC(C(=O)N3CCOCC3)C2)cc(OC)c1OC (stereo unspecified) | · | 0.89 | 0.35
O=C(Nc1cccc2ncccc12)c1ccc(-c2ccc(Br)cc2)o1 | 43 | -0.35 | 0.52
COc1ccc(CCNC(=O)Cn2c(-c3nonc3N)nc3ccccc32)cc1OC | 11 | 1.4 | 1.4
CC(C(=O)O)N(C(=O)c1ccccc1)c1ccc(F)cc1 (stereo unspecified) | 5 | · | ·
Cn1c2ccccc2c2c(C(=O)N3CCN(C(=O)c4ccco4)CC3)cn(C3CCCCC3)c(=O)c21 | -23 | 1.2 | 2.1
Nc1c(C(=O)NCc2ccccc2)nnn1Cc1ccc(F)cc1 | 57 | 0.45 | 0.48
O=C(c1ccc(F)cc1)C1CCN(C(=O)c2ccncc2)CC1 | · | 0.55 | 0.64
Cc1cc(C)nc(NC2=NC3CCCCC3N2)n1 (stereo unspecified) | 31 | 1.2 | 1.8
CC(OC(=O)c1ccccc1NCc1ccco1)C(=O)Nc1ncc(Cl)cc1Cl (stereo unspecified) | -3 | -1.9 | -1.5
O=C(Nc1ccccn1)C1CCN(S(=O)(=O)c2cccc3nonc23)CC1 | -83 | 1.2 | 0.71
C=C(C)COc1ccc(-c2[nH]ncc2-c2ccc(Br)cc2)c(O)c1 | -50 | -2.4 | -1
Cc1cccc(NC2=CC(=O)OC(C)C2)c1 (stereo unspecified) | -39 | 1.5 | 1.4
Fc1ccccc1N1CCN(Cc2cnc(Cl)s2)CC1 | 18 | · | ·
Cc1cc(C(=O)OCC(=O)NCc2ccco2)c(C)n1-c1ccccc1 | · | -1.3 | 0.34
COc1ccc(OC)c(C(O)c2coc3ccc(O)c(CN4CCOCC4)c23)c1 (stereo unspecified) | 42 | -0.03 | -0.64
O=C(NCCN1C(=O)C2C3C=CC(C3)C2C1=O)N1CCCCC1 (stereo unspecified) | · | 0.63 | -0.15
O=C(OCn1nnc2ccccc2c1=O)c1ccc(N2CCOCC2)c([N+](=O)[O-])c1 | 27 | -0.17 | 0.29
Cc1sc2nc(CSc3cccc(C(F)(F)F)c3)[nH]c(=O)c2c1C | · | -0.28 | 0.89
COc1cc(NS(C)(=O)=O)c(OC)cc1NC(=O)c1cccc(F)c1 | · | 0.81 | 0.38
CCC(CC)C(=O)Nc1cc(OC)c(OC)cc1C(=O)O | -234 | -0.22 | 0
O=C(Nc1ccc2snnc2c1)N1CCN(c2ccccc2)CC1 | 20 | -0.65 | -0.85
COc1cccc(CNc2nc3ccccc3n2CCN2CCCCC2)c1OC | -17 | -0.06 | -1.5
Cc1c(Br)c([N+](=O)[O-])nn1CC(=O)Nc1c(C)n(C)n(-c2ccccc2)c1=O | 14 | 0.41 | 0.32
Cc1ccccc1Nc1nc2nonc2nc1N1CCOCC1 | 0 | 0.45 | -0.16
Cc1nc2ccccc2nc1N1CCOCC1 | 35 | 1.6 | 1.9
COc1ccc(-c2[nH]n(-c3ccc([N+](=O)[O-])cc3)c(=O)c2C=NCc2ccccc2)cc1 | 0 | -0.37 | 0.6
COc1ccc(-n2c(/C=C(\C)O)nc(=O)c3c(C)cc(C)nc32)cc1 | -91 | -0.51 | -0.45
CCC(Oc1ccccc1)C(=O)Nc1ccccc1OC (stereo unspecified) | 5 | -0.28 | -0.52
CCN(C(=O)CCC(=O)N(CC)c1ccccc1)c1ccccc1 | -42 | -0.73 | -0.98
O=C(Cc1ccc(Cl)cc1)Nc1cc(S(=O)(=O)N2CCOCC2)ccc1N1CCCC1 | -138 | · | ·
COc1cc(C(=O)NCc2nnc(SCC(=O)N3CCCc4ccccc43)o2)cc(OC)c1OC | -45 | · | ·
N#CC1=C(N)Oc2nc(-c3ccccc3)[nH]c2C1c1cccnc1 (stereo unspecified) | · | 1.1 | 0.7
CCN1CCN(CC(=O)Nc2c(C(=O)OC)[nH]c3cccc(Cl)c23)CC1 | 79* | 0.75 | 0.61
COCCNC(=O)C(c1cccs1)N(Cc1ccccc1)C(=O)Cn1nnc2ccccc21 (stereo unspecified) | 29 | 0.64 | 0.36
O=C(NC1CC1)c1ccc(COc2ccc(F)cc2)o1 | · | 0.74 | -0.18
COc1ccccc1NC(=O)Cc1noc(CSc2nnc(C)s2)n1 | · | -0.16 | -0.84
Nc1ncnc(Nc2cccc(C(F)(F)F)c2)n1 | 44 | -0.29 | -0.95
Cc1c(Br)ccc(NC(=O)CCN2C(=O)C3C4CCC(C4)C3C2=O)c1C (stereo unspecified) | 3 | -0.72 | -0.67
O=C(CN(C(=O)CCC(=O)Nc1nccs1)c1ccc(F)c(Cl)c1)NCc1ccco1 | · | 1.3 | 1.2
Cc1ccc(C(=O)O/N=C/c2c(Cl)n(C)c3ccccc23)cc1 | -2 | -0.44 | 0.28
Cc1nn(-c2cc(N3CCOCC3)ccc2[N+](=O)[O-])c(=O)c2ccccc12 | -39 | -0.04 | -0.63
CCCCOc1cccc(C(=O)N(Cc2ccco2)C2CCS(=O)(=O)C2)c1 (stereo unspecified) | · | -0.23 | -0.63
O=C(NCc1cccc(CNC(=O)c2ccco2)c1)c1ccco1 | -33 | 0.53 | 0.74
COc1ccc(-c2cc(C(F)F)nc(-n3nc(C)cc3C)n2)cc1 | -13 | -1.9 | -1.4

Some of the compounds tested; rates above refer to the full screens.
